# D2 agonist: agonists of human D2 dopamine receptor | P14416 | 340,000 compounds, 0.53% hits | HEK293 T-REx D2 cells, calcium flux agonist mode | activation, % at 2 µM;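 active means activation over 3 SD above normal in the single-dose calcium agonist read, cut at about 30% in these data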; further: 0% is about no effect
#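 Agonism is scored from calcium flux in a force-coupled, inducible HEK293 cell line expressing D2, read kinetically for 180 s after compound addition against dopamine controls.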
# TRHR PAM: TRH receptor (human) allosteric enhancement. TRHR cells, fluo-8 calcium fluorescence, EC20 TRH enhancement. enhancement, % at 2 µM. 360,000 compounds, 0.66% hits; in the data active means enhancement above about 30%; further: 0% is about no effect
# Target sequence (P34981 whole entry, looked up): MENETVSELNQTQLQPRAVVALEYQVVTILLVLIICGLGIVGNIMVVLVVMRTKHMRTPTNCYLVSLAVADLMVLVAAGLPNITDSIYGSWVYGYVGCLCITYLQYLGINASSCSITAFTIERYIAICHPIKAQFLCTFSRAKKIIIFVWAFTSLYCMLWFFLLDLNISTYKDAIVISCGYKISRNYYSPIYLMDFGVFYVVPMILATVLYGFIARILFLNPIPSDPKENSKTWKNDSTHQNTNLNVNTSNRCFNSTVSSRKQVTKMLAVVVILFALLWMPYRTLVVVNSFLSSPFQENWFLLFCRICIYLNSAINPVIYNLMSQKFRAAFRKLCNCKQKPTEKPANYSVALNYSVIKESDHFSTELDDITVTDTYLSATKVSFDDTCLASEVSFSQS
#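 Enhancer read-out: after compound pinning and an initial kinetic agonist-mode read, an EC20 of TRH (10 nM final) was injected and fluo-8 calcium signal (Ex 480/Em 530) followed at 1 s/cycle for 100 cycles in TRHR-expressing cells.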
# D1 agonist: agonists of human D1 dopamine receptor; P21728; HEK293 T-REx D1 cells, calcium flux, agonist mode; activation, % at 2 µM; 360,000 compounds, 1% hits; AID 504660; in the data active means activation above about 30%; further: 0% is about no effect
# Target sequence (P21728 whole entry, looked up): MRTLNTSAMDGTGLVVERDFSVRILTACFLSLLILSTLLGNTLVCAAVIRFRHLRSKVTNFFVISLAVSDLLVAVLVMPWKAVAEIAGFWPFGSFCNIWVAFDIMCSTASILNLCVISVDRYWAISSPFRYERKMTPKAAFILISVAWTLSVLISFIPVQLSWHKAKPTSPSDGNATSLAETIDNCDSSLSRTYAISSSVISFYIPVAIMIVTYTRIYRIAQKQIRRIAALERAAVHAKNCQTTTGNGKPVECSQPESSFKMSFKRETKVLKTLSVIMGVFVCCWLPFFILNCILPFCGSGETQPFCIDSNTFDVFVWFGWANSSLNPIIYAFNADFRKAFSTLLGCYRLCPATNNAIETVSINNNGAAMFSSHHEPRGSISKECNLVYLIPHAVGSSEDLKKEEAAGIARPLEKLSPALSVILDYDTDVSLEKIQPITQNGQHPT
#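 Inducible HEK293 T-REx D1 cells, force-coupled to calcium signalling, were plated at 4000 cells/well with tetracycline and held overnight at 30 C. After no-wash calcium dye loading, compound-evoked calcium rise over 180 s flagged agonists.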
# RXFP1 antagonist: antagonists of human relaxin receptor RXFP1 | Q9HBX9 | HEK293-RXFP1, relaxin-stimulated cAMP HTRF, 30 min; active compounds read low | activity change, negative = inhibition, % at 57.5 µM | 350,000 compounds, 0.59% hits;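 active means activity change of -60% or lower, but not beyond a set lower limit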; further: on the % scale 0 is the no-effect control and ±100 the full control effect
# D1 antag: human D1 dopamine receptor antagonism; HEK293 TREx D1 cells, calcium flux, dopamine EC80; active compounds read low; activity change, negative = inhibition, % at 10 µM; 360,000 compounds, 3.2% hits; in the data active means activity change below about -30%; further: on the % scale 0 is the no-effect control and ±100 the full control effect
#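 Inducible Hek293 Trex D1 cells (tetracycline, overnight, 30 C). Calcium dye 30–90 min RT. Antagonist mode: EC80 dopamine added after 180 s compound read.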
# D1 potentiator: enhances dopamine response at the human D1 receptor | potentiation, % at 10 µM | HEK293 TREx D1 cells, calcium flux, dopamine EC20 potentiation | 360,000 compounds, 0.036% hits | P21728; in the data active means potentiation above about 30%; further: 0% is about no effect
# RXFP1 ag: activates the human relaxin receptor RXFP1; Q9HBX9; HEK293T-RXFP1 cAMP TR-FRET, 30 min; response scale: percent of porcine relaxin response, buffer zero; Potency, µM (doses to about 57.5 µM), inactives show at the highest dose activation, hits mostly activators; AID 2676; 370,000 compounds, 0.3% hits; active means well fitted activation curve with a large enough effect; further: potency means the concentration at half of the fitted maximal effect; on the % scale 0 is the no-effect control and ±100 the full control effect; nearly all actives have a fitted effect of over 60% in size; many of its hits are not listed in these tables
#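 cAMP rise read by TR-FRET after 30 min, 37C compound exposure (up to 58 uM) in RXFP1-transfected HEK293 cells with Ro 20174 present. EC50 from Hill-equation fits, with 29 nM porcine relaxin as 100% and buffer as basal.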
# D2 antag: antagonists of human D2 dopamine receptor; HEK293 TREx D2 cells, calcium flux, dopamine EC80; P14416; AID 485344; 340,000 compounds, 2% hits; inhibition, % at 10 µM; in the data active means inhibition above about 30%; further: 0% is about no effect
#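 Read-out: kinetic calcium fluorescence (1 cycle/s) in inducible HEK293 T-REx D2 cells after an EC80 dopamine addition that followed 180 s compound preincubation. Loss of the dopamine response indicates antagonism.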
# D2 PAM: positive allosteric modulators of human D2 dopamine receptor. P14416. HEK293 T-REx D2, calcium flux, EC20 dopamine potentiation. 340,000 compounds, 0.34% hits. potentiation, % at 10 µM;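 active means potentiation over 3 SD above the plate norm, cut at about 30% in these data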; further: 0% is about no effect
#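 Potentiation of an EC20 dopamine calcium response is measured in a force-coupled, tetracycline-inducible Hek293 Trex D2 line. Compound-only kinetic reads over 180 s flag agonists before dopamine addition.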
# Numbers without * were called inactive; / = not tested or not shown.
SMILES,D2 agonist,TRHR PAM,D1 agonist,RXFP1 antagonist,D1 antag,D1 potentiator,RXFP1 ag,D2 antag,D2 PAM
CCc1ccc(NC(=O)CS(=O)CC(=O)Nc2ccc(N3CCOCC3)cc2)cc1 (stereo not drawn),1.3,9,1,-13,5,3,1.5%,21,3
CCOC(=O)CN1C(=O)NC(C)(c2ccc(OC(F)F)cc2)C1=O (stereo not drawn),1.3,18,15,-3,-2,6,0.9%,9,-13
CC(=O)c1c(C)nc(-c2ccc(Cl)cc2)nc1N=CN(C)C,-1.3,14,3,/,-19,-6,1.1%,-10,-1
CCOc1ccc(CCNC(=O)c2cnc3sc(N4CCC(C)CC4)nn3c2=O)cc1,-0.5,-3,2,2,11,0,0.6%,/,-4
COc1cccc(NC2=CC(=O)CC(C)(C)C2)c1,0.2,2,4,-15,7,-1,-0.2%,-27,4
C/C(NCCCn1ccnc1)=C(\C#N)C(N)=O,0.6,-1,2,0,-4,-8,0.0%,-8,2
CCc1cccc(NC(=O)CSc2nc3c(c(=O)[nH]2)CCCC3)c1,-2.1,-3,3,/,7,-4,2.3%,7,3
CCCCC1=CC2=C(c3ccco3)C(=O)C(C)(OC(=O)c3ccc(OC)cc3)C(=O)C2=CN1CCCCO (stereo not drawn),0.2,2,1,/,-14,-1,0.0%,-9,4
CCCCSc1[nH]c(=O)c(C(=O)OCC)cc1C#N,3.7,5,16,-4,10,3,2.8%,30*,16
Cc1ccccc1NC(=O)COC(=O)c1cc(=O)c2ccccc2o1,0.1,9,1,/,-13,-6,-0.6%,10,6
COc1ccc([C@@H](C)NC(=O)CCc2nnc(-c3cc(C)on3)o2)cc1,0.7,-1,0,7,10,0,0.0%,13,13
COC(=O)[C@]1(C)CCC[C@@]2(C)C3CC[C@]4(OC(C)=O)C[C@@]3(CCC21)CC4=O (stereo partly drawn),-1.3,3,-3,/,/,-1,-0.1%,4,9
COc1cc(/C=C/c2nc(C#N)c(N3CCCCC3)o2)cc(OC)c1OC,-0.8,3,-1,-5,-9,-2,22%,/,3
S=C(Nc1cccc(Cl)c1Cl)NC1CCN(Cc2ccccc2)CC1,0.9,-5,26,-2,-21,-14,7.5%,71*,-18
CS(=O)(=O)c1ccc(NC(=O)c2ccccc2-n2cnnn2)cc1,/,10,1,-10,-6,-3,0.7%,/,/
CCc1ccccc1NC(=O)C1C2C=CC(O2)C1C(=O)O (stereo not drawn),0.5,1,4,1,-4,3,-2.0%,-13,1
CCCCNc1nc(Oc2ccc(=O)n(C)n2)nc(N(C)C)n1,0.5,-11,-2,1,-12,0,0.0%,/,14
COC(=O)c1sccc1NC(=S)N1CCN(c2cc(C)ccc2C)CC1,0.3,-2,2,-4,-8,6,0.1%,-1,7
Cc1ccc(-c2n[nH]c(=O)c3ccccc23)cc1S(=O)(=O)N(C)CCO,1.1,-2,1,1,-22,-1,-0.9%,5,3
COC(=O)Cc1ccc(NC(=O)c2ccccc2Cl)cc1,0.7,-1,1,-18,-13,-9,0.0%,-7,2
CCOC(=O)C1=NN(c2ccccc2)C(=O)/C1=C\c1ccc(N(C)C)cc1,0.5,-15,0,-4,-13,-6,0.3%,32*,-8
COc1ccc(CNc2ccc(Cl)cc2)cc1Cn1ccnc1,-0.1,7,3,0,-2,-6,-0.2%,-2,0
O=C(/C=C/c1ccccc1Cl)Nc1ccccc1,-0.9,4,0,-3,-20,-3,0.3%,-7,-14
Cc1cc(C)c2c(=O)cc(C(=O)Nc3ccc(S(=O)(=O)Nc4nc(C)cc(C)n4)cc3)oc2c1,-1.2,3,4,-16,-15,-1,1.4%,/,/
COc1cc2nc(CCc3ccccc3)oc(=O)c2cc1OC,-1.5,0,4,-13,9,1,-1.5%,-4,-3

# Looked up by compound from the entries so far (2):
SMILES,D2 agonist,TRHR PAM,D1 agonist,RXFP1 antagonist,D1 antag,D1 potentiator,RXFP1 ag,D2 antag,D2 PAM
C/C(NCCCn1ccnc1)=C(\C#N)C(N)=O,0.6,-1,2,0,-4,-8,0.0%,-8,2
CC(=O)c1c(C)nc(-c2ccc(Cl)cc2)nc1N=CN(C)C,-1.3,14,3,/,-19,-6,1.1%,-10,-1

# Following part.
SMILES,D2 agonist,TRHR PAM,D1 agonist,RXFP1 antagonist,D1 antag,D1 potentiator,RXFP1 ag,D2 antag,D2 PAM
Cn1c(=O)cc(OCCCC(=O)NCCN2CCN(c3ccccc3F)CC2)c2ccccc21,32*,1,0,10,6,/,0.8%,36*,-25
COc1ccc(CC(=O)OCn2nnc3ccccc3c2=O)cc1,-1.1,1,10,-11,18,-4,-3.7%,6,7
CC(C)CC(=O)n1sc(NC(=O)c2ccccc2)nc1=O,-0.5,-2,6,-15,11,-5,0.3%,-2,-4
C=CCn1c(-c2sc3nc(C)cc(C)c3c2N)n[nH]c1=S,-1.5,-4,0,23,36,-3,22%,32*,4
O=C(NCc1ccccc1)Nc1cccn(Cc2ccccc2F)c1=O,-0.8,-2,1,/,1,-3,0.2%,-1,9
CCOC(=O)N1CCN(C(=O)C2CCN(S(=O)(=O)N3CCCC3)CC2)CC1,0.5,6,1,11,3,-1,-1.9%,10,0
COc1cc(C2CC(=O)OC3=C2C(=O)CC(C)(C)C3)cc(OC)c1OC (stereo not drawn),-0.1,33*,-1,6,3,-1,1.0%,-10,-6
CCN1CCc2c(sc(NC(=O)c3ccc(S(=O)(=O)N4CCCC4)cc3)c2C(=O)NC)C1,-0.1,3,1,-3,-19,-3,-1.5%,21,9
CCOC(=O)c1ccc(COC(=O)c2cc3ccccc3oc2=O)o1,0.4,1,4,-7,3,-5,-0.4%,-8,/
Cc1ccc(S(=O)(=O)NCC(=O)NCCc2c[nH]c3ccccc23)cc1C,-0.3,34*,0,-16,-1,-3,1.8%,-5,2
S=C(NCCN1CCOCC1)NC1CCCCC1,-0.1,14,1,7,11,-1,-3.6%,-10,-2
Cc1sc2nc(CN3CCN(c4ccc(O)cc4)CC3)[nH]c(=O)c2c1C,-1.2,-3,3,6,10,0,2.7%,-18,-8
O=C(NCc1cccc2ccccc12)Nc1ccccc1,2.0,3,7,3,-23,5,-0.8%,-15,-2
O=C(CSc1nnc(-c2ccco2)n1Cc1ccco1)N1CCOCC1,-0.3,-14,8,-22,23,-4,2.0%,3,-2
O=C(Oc1ccc(-c2nnco2)cc1)c1ccco1,-0.5,7,3,6,3,-10,-1.0%,-4,5
O=C(COc1ccccc1[N+](=O)[O-])N/N=C/c1ccccn1,0.1,4,3,14,13,2,-0.8%,-4,8
COc1cccc2sc(Nc3nnc(-c4cccs4)o3)nc12,0.6,5,2,1,-46*,-4,5.0%,1,0
Cc1cccc(-c2c3c(=O)n(C)c(=O)n(C)c3cn2CCO)c1,0.2,0,1,11,-2,-2,0.4%,-5,-3
CCOC(=O)c1nnn(CC(=O)N2N=C(c3cccc4ccccc34)CC2c2ccccc2)c1C(=O)OCC (stereo not drawn),1.5,-3,4,-18,-1,-10,-0.6%,-4,-5
Cn1c(=O)n(Cc2ccccc2)c(=O)c2c1nc1n2CCCN1Cc1ccccc1,-0.3,20,1,-6,-15,-5,0.1%,1,20
CN1CCN(Cc2nc3c(c(=O)[nH]c(=O)n3C)n2CCc2ccccc2)CC1,0.4,-6,3,/,-1,-6,0.8%,24,-5
COc1cccc2cc(-c3nc(-c4ccccc4F)no3)c(=O)oc12,-0.4,-2,3,-1,6,-3,3.1%,/,1
CC1CN(C(=O)c2cccc(S(=O)(=O)N3CCN(c4ccc(F)cc4)CC3)c2)CC(C)O1 (stereo not drawn),-0.4,5,3,-9,8,2,2.5%,-4,6
O=C(CCC(=O)Nc1ccccc1Cl)N/N=C/c1c[nH]c2ccccc12,0.7,11,3,-9,-2,-7,3.8%,-11,-11
CCn1c(SCC(=O)c2ccc(Cl)cc2)nnc1C(C)C,-0.3,7,-1,-8,21,0,1.4%,13,-5

# Remaining list, next part:
SMILES,D2 agonist,TRHR PAM,D1 agonist,RXFP1 antagonist,D1 antag,D1 potentiator,RXFP1 ag,D2 antag,D2 PAM
COc1ccc(-c2cc(=O)oc3cc(OCc4nn[nH]n4)ccc23)cc1,/,-3,2,5,19,2,0.5%,/,/
CC1(C)C(=O)NCCN1C(=O)CC1C(=O)NCCN1Cc1cccc(C(F)(F)F)c1 (stereo not drawn),-0.5,-5,2,7,37,1,6.1%,-2,-7
COc1ccc(N2CC(C(=O)N[C@@H](C)C(=O)NCc3ccccc3OC)CC2=O)cc1 (stereo partly drawn),0.8,7,4,-8,-6,-10,-2.2%,-3,10
Cc1cc(C)cc(NC(=O)CCc2c(C)nn(-c3ccc(N4CCOCC4)nn3)c2C)c1,-0.7,-3,0,22,2,-6,2.7%,2,-10
O=C(CSc1nnc(-c2ccncc2)s1)Nc1ccccc1,0.9,14,0,4,1,-7,6.2%,-9,-7
CCOC(=O)Cn1c(=O)n(CC2CCCO2)c2nc(-c3c(F)cccc3Cl)nc(C(N)=O)c21 (stereo not drawn),-0.1,0,2,/,1,1,1.0%,/,14
CCOC(=O)c1cc(-c2cccc([N+](=O)[O-])c2)on1,0.1,-5,-1,-13,-30,1,-2.2%,14,1
COc1cc(C2c3c(oc4cc(C)c(C)cc4c3=O)C(=O)N2c2cc(C)ccn2)ccc1O (stereo not drawn),0.4,-6,2,-7,-25,5,1.7%,-3,8
CNC(=O)c1ccc(CNC(=O)OCc2ccccc2)cc1,-1.0,3,4,8,/,-2,0.3%,-6,7
Cc1ccc(C(=O)C2CCN(CC(=O)Nc3nc(C)cs3)CC2)cc1,0.7,9,-1,-6,-4,0,-1.6%,/,-24
COc1ccc(/C=C/C(=O)NC(=S)Nc2ccc(S(N)(=O)=O)cc2)cc1OC,-2.4,-6,1,13,0,-9,0.9%,-23,-7
CCCCN(C)S(=O)(=O)c1cc(-c2nnc3c4ccccc4c(C)nn23)ccc1C,-0.3,0,0,-17,10,0,2.4%,/,12
C/C(=N\NC(=O)c1ccccc1Cl)c1ccccn1,0.3,5,3,-4,3,2,2.0%,-13,14
CCNC(=O)Cn1c(=O)c(=O)n(Cc2ccccc2)c2ccc(Cl)cc21,1.9,-2,1,-6,2,-2,-1.6%,9,10
COc1ccc(OCCNC(=S)Nc2cccc3ccccc23)cc1,-0.3,0,3,7,-39*,-4,4.3%,2,-3

# Compound profiles, from the list above. Screens in order: D2 agonist | TRHR PAM | D1 agonist | RXFP1 antagonist | D1 antag | D1 potentiator | RXFP1 ag | D2 antag | D2 PAM
# Entry for `CN1CCN(Cc2nc3c(c(=O)[nH]c(=O)n3C)n2CCc2ccccc2)CC1` → 0.4 | -6 | 3 | / | -1 | -6 | 0.8% | 24 | -5
# Entry for `CCCCC1=CC2=C(c3ccco3)C(=O)C(C)(OC(=O)c3ccc(OC)cc3)C(=O)C2=CN1CCCCO` (stereo not drawn) → 0.2 | 2 | 1 | / | -14 | -1 | 0.0% | -9 | 4
# Entry for `CC1(C)C(=O)NCCN1C(=O)CC1C(=O)NCCN1Cc1cccc(C(F)(F)F)c1` (stereo not drawn) → -0.5 | -5 | 2 | 7 | 37 | 1 | 6.1% | -2 | -7
# Entry for `Cc1cccc(-c2c3c(=O)n(C)c(=O)n(C)c3cn2CCO)c1` → 0.2 | 0 | 1 | 11 | -2 | -2 | 0.4% | -5 | -3

# Only part of the results is shown. The share of hits here may be higher or lower than overall.
